High-throughput results (PubChem BioAssay)
NCI-60 one-dose screen, 48 h, at 10 µM unless noted. Numbers give growth in % (100 = growth as untreated, 0 = no growth, -100 = all killed).
HOP-62: HOP-62 NSCLC; AID 1794735; 80,000 tested, 3.9% active
EKVX: EKVX NSCLC | AID 1794765 | 71,000 tested, 3% active
A549/ATCC: A549/ATCC NSCLC. AID 1794740. 81,000 tested, 3.7% active
CCRF-CEM: CCRF-CEM leukemia. AID 1794778. 77,000 tested, 7% active
HOP-92: HOP-92 NSCLC cells. AID 1794738. 71,000 tested, 6.3% active
M14: M14 melanoma. 80,000 tested, 6.2% active. AID 1794745
RPMI-8226: RPMI-8226 leukemia cells; 77,000 tested, 7.5% active; AID 1794781
MDA-MB-435: MDA-MB-435 melanoma. 82,000 tested, 7.8% active. AID 1794794
Numbers without * were called inactive; · = not tested or not shown; & = joins results of further samples. The calls were made as follows: active = growth percent below 10; inactive = the rest.

entry | canonical_smiles | HOP-62 | EKVX | A549/ATCC | CCRF-CEM | HOP-92 | M14 | RPMI-8226 | MDA-MB-435
1 | C[C@@H]1CCCN1Cc1nc2ccc(NC(=O)c3ccc4c(cnn4C)c3)cc2[nH]1 | 102 | 95 | 99 | 54 | 96 | 107 | 94 | 100
2 | CC(=O)c1cc(C(=O)c2ccc3c(c2)Sc2ccccc2N3)c2cccc(C)n12 | 103 | 97 | 71 | 83 | 100 | 84 | 78 | 98
3 | FC(F)(F)c1nc2ccccc2n1Cc1nnc(SCc2cn(-c3ccc(Cl)cc3)nn2)o1 | 103 | 101 | 94 | 93 | 111 | 101 | 109 | 107
4 | Cc1ccc(S(=O)(=O)O[C@H]2CCCC[C@H]2OS(=O)(=O)c2ccc(C)cc2)cc1 | 104 | 102 | 96 | 64 | 66 | 108 | 59 | 116
5 | O=C(Nc1ccc(Oc2ccc(F)cc2)c(Cl)c1)c1ccccn1 | 108 | 87 | 98 | 105 | 92 | 106 | 102 | 95
6 | CC(C)(C)n1cc(-c2ccnc(NCCCNS(=O)(=O)c3ccc(Cl)cc3)n2)c(-c2ccc(Cl)c(O)c2)n1 | 107 | 71 | 66 | 60 | · | 78 | 67 | 95
7 | O=C(O)Cc1cc[nH]c1 | 103 | 97 | 109 | 98 | 105 | 113 | 102 | 99
8 | COc1ccccc1CNCCCN1C(=O)c2ccc3c4c(ccc(c24)C1=O)C(=O)N(CCCNCCNCCCN)C3=O | 40 | 38 | 6.0* | · | 66 | 47 | 61 | 10
9 | Cn1c2c(c3c(Cl)cccc31)-n1cccc1C2=O | 96 | 96 | 97 | 95 | 88 | 108 | 97 | 112
10 | COC[C@]12CC[C@@H](C)[C@H](C)[C@H]1C1=CC[C@@H]3[C@@]4(C)CCCNC(C)(C)[C@@H]4CC[C@@]3(C)[C@]1(C)CC2 | 40 | 58 | 21 | 17 | 48 | -48* | 2.9* | 9.6*
11 | O[C@H](c1cc(C(F)(F)F)nc2c(C(F)(F)F)cccc12)[C@H]1CCCCN1 | 86 | 81 | 76 | 93 | 40 | 86 | 80 | 91
12 | COC(=O)C(CCSc1ccccc1)C(=O)OC | 107 | 96 | 110 | 110 | 101 | 99 | 104 | 108
13 | CCCCN1C(=O)/C(=C\C(=O)c2cc3ccccc3oc2=O)c2ccccc21 | 92 | 85 | 106 | 25 | 64 | 54 | 24 | 84
14 | O=C(Nc1cccc(-n2ccc3c(NC(=O)c4ccccc4)nccc32)c1)c1cc(N2CCOCC2)cc(C(F)(F)F)c1 | 37 | 37 | -8.8* | 14 | 29 | 9.3* | -42* | -13*
15 | Cc1ccc(Cl)c(-n2c(SCC(=O)Nc3ccc(S(=O)(=O)Nc4ncccn4)cc3)nc3ccccc3c2=O)c1 | 105 | 99 | 103 | 107 | 107 | · | 104 | 104
16 | COc1ccc(C(=O)N2CCC(O)CC2)cc1OC1CCCC1 | 107 | 93 | 105 | 113 | 100 | 96 | 113 | 106
17 | COc1cc2cc(CN3CCN(c4nccc(-c5ccc6ccccc6c5)n4)CC3)c(=O)[nH]c2cc1OC | 96 | 94 | 2.3* | 49 | 98 | 109 | 61 | 91
18 | COc1c(CO)cc(C)cc1CO | 87 | 106 | 97 | 95 | 97 | 97 | 93 | 109
19 | C[C@]12O[C@H]1[C@H](O)c1c(cc(O)c3c1C(=O)c1cccc(O)c1-3)C2=O | 96 | 98 | 93 | 92 | 101 | 90 | 94 | 104
20 | C#CC#CC#CC#CC#CC#CC#CC#CC[C@@H]1OC[C@H](COC(=O)O[C@@H](C(=O)O[C@H]2C[C@@]3(O)[C@@H](OC(=O)c4ccccc4)[C@@H]4[C@]5(OC(C)=O)CO[C@@H]5C[C@H](O)[C@@]4(C)C(=O)[C@H](OC(C)=O)C(=C2C)C3(C)C)[C@@H](NC(=O)c2ccccc2)c2ccccc2)O1 | 55 | 66 | 37 | 14 | 64 | 19 | 9.6* | -63*
21 | CNc1ncnc2c1cnn2C1CCCCO1 (stereo not drawn) | 113 | 107 | 98 | 102 | 90 | 113 | 104 | 105
22 | CCOC(=O)/C(=C/CC/C(C)=C/CC/C(C)=C/CCc1ccoc1)CC(=O)N1CCCCC1 | 86 | · | 5.9* | 23 | -11* | 31 | -5.3* | 34
23 | C1C[S+]2CC[S+]1CC2 | 104 | · | 99 | 90 | 111 | 101 | 95 | 109
24 | CCCC(NC(=O)OC(C)(C)C)C(=O)O (stereo not drawn) | 105 | · | 95 | 96 | 89 | 96 | 90 | 87
25 | CCOC(=O)CNC(=O)Cn1c(=O)[nH]c2ccccc2c1=O | 114 | 93 | 110 | 89 | 102 | 108 | 107 | 112
26 | c1ccc(CCc2ccncc2)cc1 | 101 | 91 | 120 | 104 | 104 | 111 | 114 | 102
27 | COC1/C=C/OC2(C)Oc3c(C)c(O)c4c(O)c(c(C=NOC(c5ccccc5)c5ccccc5)c(O)c4c3C2=O)NC(=O)/C(C)=C/C=C/C(C)C(O)C(C)C(O)C(C)C(OC(C)=O)C1C (stereo not drawn) | -90* | 20 | 16 | 14 | -8.1* | 23 | 3.3* | 12
28 | CNC(=O)c1ccccc1 | 106 | 101 | 100 | 102 | 108 | 101 | 100 | 111
29 | O=C(Nc1cccc(N2C(=O)CSC2=S)c1)C(Cl)Cl | 109 | 104 | 105 | 102 | 113 | 103 | 105 | 101
30 | O=c1c2sc3ncccc3c2n(CCCCl)c2c(-c3ccccc3)nnn12 | 114 | 109 | 99 | 84 | 87 | 99 | 100 | 101

(more compounds)
entry | canonical_smiles | HOP-62 | EKVX | A549/ATCC | CCRF-CEM | HOP-92 | M14 | RPMI-8226 | MDA-MB-435
31 | C=C(C)[C@@H]1CC[C@]2(C)[C@H](CC=C3[C@@H]4[C@@H](C)[C@H](C)CC[C@]4(C=NCCCNCCCCNCCCN)CC[C@]32C)[C@@]1(C)CCCN | 86 | 93 | 100 | 95 | 66 | 103 | 94 | 103
32 | Cc1cc(C)n2c(=O)[nH]nc2c1 | 104 | 110 | 101 | · | 93 | 101 | 92 | 112
33 | COCC(=O)c1nnnn1CC(=O)c1ccc(F)cc1F | 96 | 103 | 88 | 99 | 110 | 101 | 114 | 103
34 | CCOC(=O)COc1ccc(C(CC)C(CC)c2ccc(OCC(=O)OCC)cc2)cc1 (stereo not drawn) | 84&102 | 102&107 | 78&95 | 83&126 | 80&79 | 85&100 | 95&108 | 106&100
35 | NC(N)=NC(N)=NCCCCc1ccccc1 | 100 | · | 87 | 76 | · | 101 | 61 | 96
36 | O=c1cc(NNC(=S)NCc2ccccc2)c2cc(Cl)ccc2[nH]1 | 86 | 94 | 101 | 90 | 93 | 98 | 109 | 99
37 | NCCNC(=O)c1cccc(COc2ccccc2NC(=O)c2cc(Br)c(Br)[nH]2)c1 | 105 | 90 | 97 | 18 | 107 | 102 | 87 | 96
38 | COc1cccc2cc3c(nc12)CC(C(F)(F)F)CC3=O (stereo not drawn) | 100 | 109 | 99 | 97 | 106 | 101 | 103 | 105
39 | Cc1ccc(/C=C\C(=O)c2ccccc2)cc1 | 108 | 89 | 92 | 82 | 98 | · | · | 86
40 | Cc1ccc2c(N)c(C(=O)Nc3ccc(B(O)O)cc3)sc2n1 | 74 | 75 | 77 | 54 | 62 | 78 | 61 | 84
41 | COc1ccccc1C(=O)Nc1cccc2c1C(=O)C(=O)C=C2 | 95 | 72 | 89 | · | 113 | 119 | 88 | 97
42 | Cc1cc(C#Cc2ccc(C(C)(C)C)cc2)ccc1-n1c(/C=C/c2ccc3c(c2)OCO3)nc2ccccc2c1=O | 93 | 102 | 102 | 93 | · | 101 | 87 | 100
43 | O=c1ccc(-c2ccc(F)cc2F)nn1Cc1nc2ncccc2o1 | 104 | 102 | 94 | 91 | 101 | 107 | · | 106
44 | O=C(N/N=C/c1ccc(B(O)O)s1)c1[nH]c2ccc(Br)cc2c1-c1ccccc1 | -70* | -99* | -63* | -16* | -60* | -67* | 1.0* | -75*
45 | Cc1c(-c2ccccc2)oc2c(C(=O)OCCN3CCCCC3)cccc2c1=O | 96 | 114 | 101 | · | 84 | 110 | 96 | 104
46 | O=C(NCc1ccccc1C(F)(F)F)C1CSC2c3ccccc3C(=O)N12 (stereo not drawn) | 87 | 99 | 90 | 93 | 78 | 96 | 88 | 103
47 | CC1(C)CC[C@]2(CO)CC[C@]3(C)[C@H](CC[C@@H]4[C@@]5(C)CCCNC(C)(C)[C@@H]5CC[C@]43C)[C@H]2[C@H]1O | 98 | 95 | 73 | 61 | 84 | 95 | 31 | 83
48 | O=C(Cn1cnc2c(cc(-c3ccccc3)n2-c2ccccc2)c1=O)Nc1ccccc1 | 97 | 98 | 106 | 98 | 86 | 103 | 94 | 106
49 | FC(F)(F)c1ccc(-c2nc(CSc3nc4ccccc4s3)no2)cc1 | 88 | 93 | 100 | 131 | 91 | 99 | 109 | 114
50 | O=C(C(Cl)Cl)N(Cc1ccccc1)Cc1ccccc1 | 119 | 95 | 97 | 106 | · | 100 | 99 | 99
51 | Oc1c2ccccc2cc2ccccc12 | 100 | 97 | 100 | 114 | 91 | 100 | 118 | 104
52 | COc1cc(C(=O)Nc2nn(C)c3nc4cc(C)ccc4cc23)cc(OC)c1OC | 79 | · | 91 | 93 | 64 | 102 | 97 | 92
53 | N#Cc1nc(-c2ccccc2)oc1N1CCN(c2ccc(F)cc2)CC1 | 103 | 102 | 102 | 104 | 108 | 105 | 103 | 98
54 | Cc1ccc(S(=O)(=O)OCCOCCOS(=O)(=O)c2ccc(C)cc2)cc1 | 98 | 96 | 93 | 86 | 77 | 101 | 87 | 103
55 | COC(=O)C(C)CN1CCOCC1 (stereo not drawn) | 96 | 105 | 126 | 98 | 90 | 96 | 103 | 100
56 | CCOC(=O)CSCC(C)C(=O)OC (stereo not drawn) | 101 | · | 95 | 99 | 93 | 107 | 100 | 112
57 | Cc1nn(-c2ccccc2)c(Cl)c1C(CC(=O)c1ccc(Cl)cc1)CC(=O)c1ccc(Cl)cc1 | 98 | 95 | 84 | · | · | 84 | · | 91
58 | N#Cc1ccc(C(=O)CSc2nccc(Nc3ccc(S(=O)(=O)Nc4ncccn4)cc3)n2)cc1 | 108 | 107 | 105 | 103 | 112 | 103 | 96 | 104
59 | Cc1ccc(-c2nc3ccc(Cl)cc3c3nncn23)cc1 | 17 | 66 | 78 | 96 | · | 83 | 87 | 88
60 | COc1ccc(/C=C\c2cc(OC)c(OC)c(OC)c2)cc1OC(=O)c1cccc(Cn2cc(CCOC(=O)c3cccc(Cn4nnc5c4C(=O)c4ccccc4C5=O)c3)nn2)c1 | 15 | 58 | 17 | 8.9* | 53 | -0.6* | 12 | -36*
61 | CCc1cc2c(cc1Cl)nc1c(=O)[nH]c(=O)nc-1n2CCOCC(C)C | 100 | 68 | 67 | 78 | 126 | 49 | 67 | 3.0*

Only A549/ATCC, for 4 of the compounds above:
No. | mol | A549/ATCC
53 | N#Cc1nc(-c2ccccc2)oc1N1CCN(c2ccc(F)cc2)CC1 | 102
36 | O=c1cc(NNC(=S)NCc2ccccc2)c2cc(Cl)ccc2[nH]1 | 101
34 | CCOC(=O)COc1ccc(C(CC)C(CC)c2ccc(OCC(=O)OCC)cc2)cc1 (stereo not drawn) | 78&95
38 | COc1cccc2cc3c(nc12)CC(C(F)(F)F)CC3=O (stereo not drawn) | 99

Of the compounds above, these have an aryl thioether with sulfur outside any ring:
entry | canonical_smiles | HOP-62 | EKVX | A549/ATCC | CCRF-CEM | HOP-92 | M14 | RPMI-8226 | MDA-MB-435
3 | FC(F)(F)c1nc2ccccc2n1Cc1nnc(SCc2cn(-c3ccc(Cl)cc3)nn2)o1 | 103 | 101 | 94 | 93 | 111 | 101 | 109 | 107
12 | COC(=O)C(CCSc1ccccc1)C(=O)OC | 107 | 96 | 110 | 110 | 101 | 99 | 104 | 108
15 | Cc1ccc(Cl)c(-n2c(SCC(=O)Nc3ccc(S(=O)(=O)Nc4ncccn4)cc3)nc3ccccc3c2=O)c1 | 105 | 99 | 103 | 107 | 107 | · | 104 | 104
49 | FC(F)(F)c1ccc(-c2nc(CSc3nc4ccccc4s3)no2)cc1 | 88 | 93 | 100 | 131 | 91 | 99 | 109 | 114
58 | N#Cc1ccc(C(=O)CSc2nccc(Nc3ccc(S(=O)(=O)Nc4ncccn4)cc3)n2)cc1 | 108 | 107 | 105 | 103 | 112 | 103 | 96 | 104

Grouped by structure: the entries above with bromine (2)
entry | canonical_smiles | HOP-62 | EKVX | A549/ATCC | CCRF-CEM | HOP-92 | M14 | RPMI-8226 | MDA-MB-435
37 | NCCNC(=O)c1cccc(COc2ccccc2NC(=O)c2cc(Br)c(Br)[nH]2)c1 | 105 | 90 | 97 | 18 | 107 | 102 | 87 | 96
44 | O=C(N/N=C/c1ccc(B(O)O)s1)c1[nH]c2ccc(Br)cc2c1-c1ccccc1 | -70* | -99* | -63* | -16* | -60* | -67* | 1.0* | -75*
